Screening results from PubChem BioAssay.
ssDAF12 agonist: S. stercoralis DAF-12 nuclear receptor activators, primary screen, cell-based, luminescence, HEK293, GRIP1 co-expression, lit1-tk-luc | Nuclear hormone receptor DAF-12 (Strongyloides stercoralis) | HEK293 ssDAF-12/GRIP1 lit1-tk-luc reporter; % of 3 µM dafachronic acid response | activation, % at 6.8 µM | 1% of 370,000 active | AID 652126, 2013;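 active = activation above the mean over all tested compounds plus 3 SD, cut at about 0.9% in these data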;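 note: 0% = DMSO-only wells and 100% = 3 µM delta7-dafachronic acid wells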
hcDAF12 agonist: H. contortus DAF-12 nuclear receptor activators, primary screen, cell-based, luminescence, HEK293, lit1-tk-luc reporter. HEK293 hcDAF-12 lit1-tk-luc reporter; 0% DMSO, 100% Δ7-dafachronic acid. activation, % at 6.8 µM. 1.4% of 370,000 active;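 active = activation above the mean of all tested compounds plus 3 SD, cut at about 5.5% in these data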;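 note: 100% = response to 3 µM Δ7-dafachronic acid high control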
DAX1 inh-1: DAX1 (NR0B1) inhibitors on StAR promoter, primary screen, cell-based, luminescence, SF-1 (NR5A1), full-length DAX-1; 1.1% of 370,000 active; inhibition, % at 6.8 µM; AID 652010, 2013; HEK293T StAR-luciferase reporter, SF-1/DAX-1 repression relief;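 active = inhibition above the mean over all tested compounds plus 3 SD, cut at about 3.6% in these data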;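 note: 0% = DAX-1 cells with DMSO and 100% = cells lacking DAX-1 with DMSO; higher inhibition means more luminescence from relief of DAX-1 repression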
PLC-beta3 inh: human PLC-beta3 inhibitors, primary screen, biochemical, fluorescence; Purified PLC-beta3, fluorogenic substrate; inhibition, % at 12.2 µM; 1-phosphatidylinositol 4,5-bisphosphate phosphodiesterase beta-3 (Homo sapiens), Q01970; AID 720704, 2013; 0.18% of 370,000 active; in the data active = inhibition above about 11%;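 note: 0% = median of compound wells on plate and 100% = full blocker control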
Target sequence (Q01970 whole entry, looked up): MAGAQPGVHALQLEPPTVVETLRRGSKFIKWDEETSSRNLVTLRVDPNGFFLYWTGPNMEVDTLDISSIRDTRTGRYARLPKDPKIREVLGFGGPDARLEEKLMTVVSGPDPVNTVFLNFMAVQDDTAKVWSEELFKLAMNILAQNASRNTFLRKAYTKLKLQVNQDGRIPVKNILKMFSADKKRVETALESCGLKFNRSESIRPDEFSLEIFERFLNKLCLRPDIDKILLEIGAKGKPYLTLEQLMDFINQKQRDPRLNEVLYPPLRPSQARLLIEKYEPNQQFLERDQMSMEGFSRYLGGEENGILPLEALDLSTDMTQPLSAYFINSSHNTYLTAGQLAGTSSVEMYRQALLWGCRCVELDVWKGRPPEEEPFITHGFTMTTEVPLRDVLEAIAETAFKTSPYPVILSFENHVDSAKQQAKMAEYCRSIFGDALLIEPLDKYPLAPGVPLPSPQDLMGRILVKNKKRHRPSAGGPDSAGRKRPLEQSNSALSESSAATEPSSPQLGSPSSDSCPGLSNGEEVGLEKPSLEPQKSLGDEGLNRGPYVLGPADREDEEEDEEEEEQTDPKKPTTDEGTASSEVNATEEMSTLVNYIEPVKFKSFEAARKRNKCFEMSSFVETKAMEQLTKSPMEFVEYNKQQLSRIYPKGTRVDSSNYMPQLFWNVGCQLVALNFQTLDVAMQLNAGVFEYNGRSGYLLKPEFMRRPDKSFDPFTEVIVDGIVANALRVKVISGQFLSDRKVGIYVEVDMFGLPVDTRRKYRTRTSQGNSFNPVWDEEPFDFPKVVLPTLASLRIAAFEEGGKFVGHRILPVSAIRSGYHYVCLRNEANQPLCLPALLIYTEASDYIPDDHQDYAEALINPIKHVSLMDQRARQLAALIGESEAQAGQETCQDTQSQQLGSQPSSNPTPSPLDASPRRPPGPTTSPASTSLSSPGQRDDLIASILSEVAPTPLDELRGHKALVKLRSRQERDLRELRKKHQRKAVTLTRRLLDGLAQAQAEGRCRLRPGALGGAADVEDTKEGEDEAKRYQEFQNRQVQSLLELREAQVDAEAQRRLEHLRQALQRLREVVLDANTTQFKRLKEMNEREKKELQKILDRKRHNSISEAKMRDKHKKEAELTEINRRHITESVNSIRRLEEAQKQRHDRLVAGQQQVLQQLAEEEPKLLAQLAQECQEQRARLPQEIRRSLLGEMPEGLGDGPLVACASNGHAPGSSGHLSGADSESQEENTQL
MBD2 inh: inhibitors of MBD2 binding to methylated DNA, primary screen, biochemical, TR-FRET, DNA-binding domain, human; MBD2 binding to methylated oligonucleotide; inhibition, % at 4.4 µM; 0.31% of 370,000 active; in the data active = inhibition above about 13%
SMARCA2 act: SMARCA2 (BRM) function activators, primary screen, cell-based, luminescence, high throughput | MG213 cells, MMTV-luciferase reporter, dexamethasone, overnight | activation, % at 9.1 µM | 1% of 370,000 active | AID 652017, 2013; in the data active = activation above about 7.8%;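 note: 0% = vehicle wells and 100% = reference activator wells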
DAX1 inh-2: DAX1 (NR0B1) inhibitors, primary screen, cell-based, HEK293, Gal4-DAX1, luciferase luminescence. Nuclear receptor subfamily 0 group B member 1 (Homo sapiens), P51843. HEK293 Gal4-DAX1 luciferase reporter. inhibition, % at 6.75 µM. 0.99% of 340,000 active. AID 504766, 2011;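 active = inhibition above the mean over all tested compounds plus 3 SD, cut at about 4.2% in these data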;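 note: 0% = DAX1-transfected cells with DMSO and 100% = empty-vector control cells with DMSO; inhibition shows as a rise in luminescence from relieved DAX1 repression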
ADAM17 inh: ADAM17 inhibitors, primary screen, biochemical, QFRET | recombinant ADAM17, EDANS/DABCYL FRET peptide cleavage | AID 720648, 2013 | 0.83% of 370,000 active | Disintegrin and metalloproteinase domain-containing protein 17 (Homo sapiens), P78536 | inhibition, % at 6.95 µM;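 active = inhibition above the mean of compounds lying between control limits plus 3 SD, set per campaign, cut at about 8.5% in these data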;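 note: 0% = DMSO-only wells as the low control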
hgDAF12 agonist: H. glycines DAF-12 receptor agonists, primary screen, cell-based, luminescence, HEK293, GAL4 fusion, UAS-luciferase. Nuclear hormone receptor DAF-12 (Heterodera glycines), GAL4 fusion. HEK293 GAL4-hgDAF12 UAS-luciferase reporter, agonist luminescence; normalized to butyrate control. activation, % at 6.8 µM. 1.8% of 370,000 active. AID 687014, 2013;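 active = activation above a cutoff set at the mean of all screened compounds plus 3 SD, cut at about 10% in these data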;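 note: 0% = DMSO wells and 100% = sodium butyrate wells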
Rev-erbA mod: modulators of Rev-erb alpha DNA binding, primary screen, biochemical, FITC-DNA, fluorescence polarization, uHTS | Nuclear receptor subfamily 1 group D member 1 (Homo sapiens), P20393 | Rev-erbα–FITC-DNA binding, 90 min | activity, % at 10 µM | 0.79% of 370,000 active;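 active = activity above about 14%, limit read from the data; passing the limit was not always enough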;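 note: 0% = DMSO wells with 35 nM protein and 100% = DMSO wells with 750 nM protein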
PLCg1 inh: PLC-gamma1 enzyme inhibitors, primary screen, biochemical, fluorescence, purified enzyme | 0.84% of 370,000 active | inhibition, % at 12.2 µM | fluorogenic substrate | AID 720700, 2013 | 1-phosphatidylinositol 4,5-bisphosphate phosphodiesterase gamma-1 (Homo sapiens), P19174; in the data active = inhibition above about 9.5%
* = called active by the depositor; . = no result given.

SMILES	ssDAF12 agonist	hcDAF12 agonist	DAX1 inh-1	PLC-beta3 inh	MBD2 inh	SMARCA2 act	DAX1 inh-2	ADAM17 inh	hgDAF12 agonist	Rev-erbA mod	PLCg1 inh
CCOc1cc(NC(=O)c2ccco2)c(OCC)cc1NC(=O)c1cc(OC)c(OC)c(OC)c1	-1.2	-1.0	-0.6	-3	4	1	-0.2	-6	-1.9	5	-3
Nc1ccccc1OCCOCCOc1ccccc1N	-1.1	-1.6	-1.0	4	-6	2	0.2	-2	3.3	0	3
Cc1ccc(S(=O)(=O)N2CCC(C(=O)NCCCN3CCCC3=O)CC2)cc1C	-1.3	-0.1	-0.6	-2	7	4	0.5	-3	0.3	-2	-14
O=S(=O)(Nc1ccc(-n2cccc2)cc1)c1ccc(Cl)c(Cl)c1	-1.5	1.0	-0.1	-9	-3	-4	-0.2	7	0.0	1	1
CC(/C=N\Nc1nnc2c(n1)[nH]c1c(C)cccc12)=C\c1ccco1	-1.0	2.0	0.9	-4	-10	3	1.4	0	0.8	-27	-4
COc1ccc(C(O)P(=O)(OC(C)C)OC(C)C)cc1OC (stereo not given)	-1.1	-0.3	-0.1	-3	-3	0	-0.4	-3	-2.5	-1	3
CCOC(=O)C1(Cc2ccc(Cl)cc2)CCN(C(=O)CCc2ccncc2)CC1	-1.5	-0.2	0.1	3	-1	-1	-1.2	0	-0.6	-5	3
O=C(O)C1CCCN1C(=O)C12CC3CC(CC(C3)C1)C2 (stereo not given)	-1.2	-1.5	-0.3	-2	-6	-2	0.5	-2	-0.6	2	1
COc1ccc(NC(=O)CN2C(=O)CSc3ncccc32)cc1	-1.1	-0.8	-0.2	3	-1	-2	-0.4	1	-1.7	11	4
Nc1ncnc2c1ncn2[C@@H]1O[C@H](CNC(=O)[C@@H](N)CO)[C@@H](O)[C@H]1O	-0.5	0.9	0.2	-3	0	-4	0.2	3	1.6	-2	2
COc1cccc(NC(=O)Nc2cccc(C)n2)c1	-0.5	1.3	0.6	-2	1	5	2.2	-2	12*	-8	3
CN(C(=O)CSc1nnc(-c2ccc(OC(F)F)cc2)n1N)C1CCS(=O)(=O)C1 (stereo not given)	-0.9	0.0	-1.1	-5	-5	2	1.8	0	-0.5	-2	0
Cc1ccc(S(=O)(=O)N(C)Cc2ccc(C(=O)NN=C(CC(C)C)CC(C)C)cc2)cc1	-1.5	-1.0	-0.7	2	-2	-2	0.6	1	4.7	-3	0
C/C(CC(=O)Nc1cc(C)ccn1)=N\NC(=O)C(=O)Nc1cccc(C)c1	-1.0	0.3	0.5	-6	-4	0	0.7	-12	6.5	4	-6
O=C(NC1CCCCC1)C(c1cccs1)N(Cc1cccs1)C(=O)c1cccs1 (stereo not given)	-0.9	-2.4	-1.2	-2	4	-2	0.6	-3	-0.5	-2	-2
O=C(NCc1cccc(C(F)(F)F)c1)C1CC(c2ccccc2F)=NO1 (stereo not given)	-1.8	-0.4	0.2	-2	3	-2	1.0	-1	-1.2	3	-2
NS(=O)(=O)c1ccc(CCNC(=O)C(=O)Nc2cc3c4c(c2)CC(=O)N4CCC3)cc1	-0.7	-0.6	-1.3	3	-6	-2	-0.3	-4	1.7	-2	6
CCOC(=O)C(CC)n1cnc2c(nnn2-c2ccc(OC)cc2)c1=O (stereo not given)	-1.8	0.2	-0.1	-2	9	-1	0.3	-6	0.6	3	-2
O=C(c1ccc2ccccc2c1)N1CCN(c2ccc(O)cc2)CC1	-1.1	-1.1	0.2	0	-3	-2	-1.1	-2	-4.6	-8	0
COc1cc(Br)c(S(=O)(=O)Nc2c(C)n(C)n(-c3ccccc3)c2=O)cc1OC	-1.0	-1.1	-0.6	-1	-1	1	0.4	-5	-0.5	1	1
CC(C(=O)N1CCc2ccccc21)N1CCN(c2cccc(C(F)(F)F)c2)CC1 (stereo not given)	-1.4	-2.2	-0.9	-9	-1	-4	-0.8	4	1.6	-3	1
O=C1[C@H]2CCC=C[C@H]2[C@H](c2ccccc2Br)N1Cc1ccccc1	-1.4	-1.2	-2.3	-3	-3	-4	-1.7	2	-1.3	6	0
CCOC(=O)CSc1nc(C)c2ccc(C)cc2n1	-1.3	-0.2	0.1	0	5	1	0.3	-5	0.3	-3	5
CC(=O)c1cccc(NC(=O)/C(=C/c2ccco2)NC(=O)c2ccco2)c1	-1.5	-0.5	-0.1	-40	5	-1	0.7	-7	4.3	0	-14
COc1ccc(NC(=O)Nc2ccc(Br)cn2)cc1OC	-0.9	0.9	-0.3	3	-1	-3	-0.3	3	0.5	3	5
CCn1cc(C(=O)N[C@H](C(=O)NCCO)C(C)C)c(=O)c2cc3c(cc21)OCO3	-1.5	-1.0	-0.2	-25	3	0	0.9	-20	-1.4	2	-10
COc1ccc(C2C(C(=O)c3ccc(C)o3)=C(O)C(=O)N2Cc2ccco2)cc1OC (stereo not given)	-1.0	2.3	1.2	-14	0	0	0.2	0	1.9	-1	-2
c1ccc(Oc2nc3ccccc3n3cccc23)cc1	-1.3	-0.4	0.1	-14	3	1	-0.1	-17	0.6	3	-12
O=C(/C=C/c1ccc(N2CCOCC2)cc1)c1ccccc1	-0.9	1.3	0.2	-27	0	5	-0.2	2	7.8	-3	-26
NS(=O)(=O)c1ccc(NC(=O)c2ccc(CNS(=O)(=O)c3cc(C(F)(F)F)ccc3Cl)cc2)cc1	-1.6	1.1	1.3	-1	4	-2	1.7	-1	-1.9	6	2
Cc1ccc(-n2c(=O)cc(N3CCC(C)CC3)[nH]c2=O)cc1	-1.6	-1.1	0.4	2	-3	8.2*	1.3	-3	0.0	1	4
O=C(Nc1cccc(F)c1)N1CCCC(CNS(=O)(=O)Cc2ccccc2)C1 (stereo not given)	-0.9	0.4	0.2	4	1	-2	3.6	1	1.2	-4	3
CCOc1ccc(NC(=O)/C=C/c2ccccc2)c([N+](=O)[O-])c1	-0.2	2.1	-0.2	1	2	7	0.0	1	5.9	2	0
CC[N+]1(CC)CC2=Cc3ccccc3CC2C1 (stereo not given)	-1.9	-1.3	-0.1	-4	1	1	0.7	0	-6.1	4	1
CC(C)(C)CC(=O)Nc1nn[nH]n1	-1.1	2.1	-0.3	3	-4	-2	0.6	-2	0.1	-2	3
COC(CNC(=O)c1ccc2c3c(onc13)-c1ccccc1C2=O)OC	-0.6	3.2	0.7	-13	-7	2	2.3	1	5.8	8	-7
COc1cc(/C=N/NC(=O)c2cccc([N+](=O)[O-])c2)ccc1OCc1ccc(C)cc1	-0.8	-0.1	1.0	3	2	0	2.4	-5	4.4	-14	0
O=C(OCc1nnc(-c2ccccc2)o1)c1cccc(S(=O)(=O)N2CCOCC2)c1	-1.1	-0.1	1.3	-9	5	-3	0.8	-3	-0.4	4	0
COc1ccccc1C(=O)NC(=O)OCCn1c(C)cnc1[N+](=O)[O-]	-1.8	0.4	0.4	-5	-5	-2	-0.1	0	2.0	-4	0
OCC1(CC2CCCCO2)CCN(Cc2nc3ccccc3[nH]2)CC1 (stereo not given)	-1.1	0.5	-0.5	-63	-8	0	2.7	-9	0.1	5	-52
CC(C(=O)Nc1ccccc1-c1ccccc1)N1CCN(Cc2ccccc2)CC1 (stereo not given)	-1.8	-1.2	0.1	1	-6	-3	-0.7	8	1.9	-2	5
CCN(CC)S(=O)(=O)c1cccc(-c2nn(-c3ccccc3)cc2/C=C(\C#N)C(=O)NCc2ccco2)c1	-1.1	-1.9	0.3	3	-1	1	1.3	-1	4.5	-2	-3
COc1ccccc1NC(=O)C1CCN(C(=O)NCc2ccccc2)CC1	-1.3	-1.1	0.0	-4	-3	-1	0.7	-1	-0.4	-4	-1
Cc1ccc(NC2=C(Cl)C(=O)OC2OC(C)C)cc1 (stereo not given)	-1.6	0.9	-0.4	3	6	-2	1.2	2	1.1	0	4
O=S(=O)(c1cccc2cccnc12)N1CCCCC1	-1.3	1.6	1.2	-5	-4	1	1.3	-1	-2.1	-4	-3
COC(=O)[C@H](Cc1ccccc1)NC(=O)N1CCN(c2ccc(F)cc2)CC1	-1.6	-0.3	0.0	-5	7	-4	-0.5	-6	-2.3	1	1
CCOC(=O)NC(NS(=O)(=O)c1ccccc1)(C(=O)OCC)C(F)(F)F (stereo not given)	-1.4	2.0	0.9	-3	6	-4	0.6	-7	1.2	-6	-3
O=C(NC1CCCCCC1)C1c2ccccc2C(=O)N1Cc1cccs1 (stereo not given)	-0.9	0.8	-0.5	8	-1	0	-1.0	1	2.7	-4	9
CC1CN(C(=O)CSc2nnc(-c3ccccc3)o2)CC(C)O1 (stereo not given)	-0.6	-1.9	0.8	-4	3	-1	-0.9	3	3.9	-6	1
Cc1nn(CCS(=O)(=O)c2ccc(Cl)cc2)c(C)c1Br	-1.3	-0.8	-0.3	-4	1	-3	.	-2	0.4	1	1
O=[N+]([O-])c1ccc(-c2nc(C(Cl)Cl)c3ccccc3n2)cc1	-0.2	-0.2	-0.1	-3	-4	0	-1.9	-1	1.6	9	1
CCOc1ccc2nc(N3C(=O)CNC3=S)sc2c1	-0.4	2.2	1.9	-11	1	2	5.3*	-2	5.0	-1	-3
CN(C)CCNc1ncnc2c1sc1nc(-c3ccccc3)c3c(c12)CCCC3	-1.7	-0.4	0.0	-12	-3	1	-0.7	-11	2.4	4	-11
COc1cc2[nH]c(C(=O)NCC3CCCO3)cc2c(OC)c1OC (stereo not given)	-0.9	-0.3	-0.8	-123	3	-1	2.4	-32	1.4	-8	-88
Cc1ccc(OCc2nc3ccccc3n2C(C(=O)NC(C)(C)C)c2ccccc2)cc1 (stereo not given)	-1.0	-1.4	-0.3	-1	3	-1	.	5	2.7	1	-3
COc1cccc(CN2CC(C(=O)N(C)CCc3ccccc3)CCC2=O)c1 (stereo not given)	-1.0	-0.8	0.6	4	-2	0	0.8	-3	1.2	3	0

Entries of single compounds, quoted from the list. Order of screens: ssDAF12 agonist | hcDAF12 agonist | DAX1 inh-1 | PLC-beta3 inh | MBD2 inh | SMARCA2 act | DAX1 inh-2 | ADAM17 inh | hgDAF12 agonist | Rev-erbA mod | PLCg1 inh
Cc1ccc(NC2=C(Cl)C(=O)OC2OC(C)C)cc1 (stereo not given) across the screens: -1.6 | 0.9 | -0.4 | 3 | 6 | -2 | 1.2 | 2 | 1.1 | 0 | 4
CC(C(=O)Nc1ccccc1-c1ccccc1)N1CCN(Cc2ccccc2)CC1 (stereo not given) across the screens: -1.8 | -1.2 | 0.1 | 1 | -6 | -3 | -0.7 | 8 | 1.9 | -2 | 5
